HIF act: HIF pathway transcriptional activators, primary screen, cell-based, U2OS HRE-luciferase, luminescence | U2OS HRE-luciferase reporter; normalized: DMSO 0%, desferrioxamine 100% | activation, % at 7.5 µM (by protocol) | 300,000 compounds, 0.32% hits;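 active means mean activation of at least 10% of the iron chelator positive control signal, with at least half of replicates also reaching 10%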
SKKanGAS inh: S. pyogenes SKKanGAS growth inhibitors in kanamycin, primary screen, streptokinase expression inhibitor project, SKKanGAS strain, BacTiter-Glo luminescence | 6 h | AID 1662, 2009 | inhibition, % at 7.5 µM | 300,000 compounds, 1.3% hits;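 active means mean replicate score, as percent of positive control median, at least 50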;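 further: strain carries kanamycin resistance gene driven by streptokinase promoter and grows in 40 µg/ml kanamycin; loss of luminescence reflects streptokinase promoter inhibition or plain growth inhibition; 0% = median of DMSO wells and 100% = positive control at its reference dose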
TRPC4 block: inhibitors of mouse TRPC4 channel, primary screen, Fluo4 calcium, HEK293 TRPC4beta/mu-opioid cells | 300,000 compounds, 0.39% hits | B-score at 10 µM | Short transient receptor potential channel 4 (Mus musculus), Q9QUQ5 | DAMGO-evoked Fluo4 calcium flux; hits give low values;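 active means B-score over 3 SD under the library average, no early fluorescence shift, positive overall ratio signal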
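Test system – stable TRPC4beta/mu-opioid receptor HEK293 cells · Probe or stimulus – DAMGO, a submaximal dose followed by a maximal one · Dosing – one concentration per compound · Signal – Fluo4 calcium fluorescence by kinetic imaging, 5 s 1 Hz baseline · Evaluation – per-well B score of integrated baseline-normalized Fluo4 ratio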
TRPC6 act: mouse TRPC6 channel activators, primary screen, cell-based, HEK293, membrane potential dye | Short transient receptor potential channel 6 (Mus musculus), Q61143 | HEK293-TRPC6 membrane potential dye fluorescence; hits give high values | B-score at 10 µM | 310,000 compounds, 0.13% hits | AID 2550, 2010;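 active means B-score of the integrated fluorescence ratio above library mean plus 3 SD, and starting fluorescence ratio within library mean plus 5 SD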;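 further: higher score means more depolarization so channel activation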
MrgX1 antag: antagonists of human MrgX1 receptor, primary screen, HEK293 cells, Fluo-4 calcium flux. Mas-related G-protein coupled receptor member X1 (Homo sapiens), Q96LB2. BAM8-22 antagonism; hits give low values. B-score at 10 µM. 310,000 compounds, 1.3% hits. AID 588676, 2011;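 active means calcium-response B-score plate-corrected more than 3 library SD below zero, starting fluorescence within 5 deviations, no agonist response on first addition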;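 further: peak minus trough fluorescence over baseline after final BAM8-22 challenge near maximal dose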
Target sequence (Q96LB2 whole entry, looked up): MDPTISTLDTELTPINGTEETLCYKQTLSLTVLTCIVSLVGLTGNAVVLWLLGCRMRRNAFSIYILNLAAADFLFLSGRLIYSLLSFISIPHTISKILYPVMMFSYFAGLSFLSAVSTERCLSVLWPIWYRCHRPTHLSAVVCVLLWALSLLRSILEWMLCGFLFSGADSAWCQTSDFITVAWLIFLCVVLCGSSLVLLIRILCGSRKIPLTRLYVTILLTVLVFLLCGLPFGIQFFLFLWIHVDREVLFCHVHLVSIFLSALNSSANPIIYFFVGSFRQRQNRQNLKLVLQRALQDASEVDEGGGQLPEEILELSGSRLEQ
RGS4 inh: RGS4 inhibitors, primary screen, cell-based, HEK293 M3R inducible RGS4, calcium flux; Regulator of G-protein signaling 4 (Homo sapiens), P49798; Fluo-4 calcium flux; hits give high values; triggered by carbachol at its EC20; B-score at 10 µM; 310,000 compounds, 0.45% hits; AID 463165, 2010;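 active means B-score, a plate-corrected calcium signal, over three deviations above library mean, with baseline fluorescence within five deviations of library mean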;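 further: RGS4 expression induced by doxycycline in cells with stable M3 receptor; B-score is computed from the integrated fluorescence ratio over baseline after carbachol; higher B-score means a larger calcium signal and so more RGS4 inhibition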
Target sequence (P49798 whole entry, looked up): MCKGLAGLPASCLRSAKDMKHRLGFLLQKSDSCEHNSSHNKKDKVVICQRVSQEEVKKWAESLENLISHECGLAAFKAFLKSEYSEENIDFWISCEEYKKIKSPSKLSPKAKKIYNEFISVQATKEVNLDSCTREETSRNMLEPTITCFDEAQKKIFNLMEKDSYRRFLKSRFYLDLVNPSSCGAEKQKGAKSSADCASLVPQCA
Platelet DG rel: inhibitors of platelet dense granule secretion, primary screen, cell-based, MLPCN, human platelets | inhibition, %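 (compounds screened at 7.5 µM in platelet-rich plasma)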 | 300,000 compounds, 0.22% hits | human platelet-rich plasma, SFLLRN dense granule ATP release, luminescence;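 active means mean replicate score, as percent of positive control, at or above 50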
RGS4 pot: RGS4 potentiators or activators, primary screen, cell-based, HEK293 M3R inducible RGS4, calcium flux; carbachol calcium flux Fluo4; hits give low values; B-score at 10 µM; 310,000 compounds, 0.92% hits; AID 463111, 2010;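 active means B-score of the integrated calcium signal more than 4 SD below the library mean, with starting fluorescence not abnormally high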;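 further: negative B-score means reduced calcium response which marks RGS4 activation or potentiation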
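test system = M3R-expressing HEK293 line, RGS4 induced by doxycycline | probe or stimulus = carbachol at ECmax as muscarinic agonist stimulus | timing = dye loading 30 min 37 °C, buffer rest 30 min RT | signal = calcium dye Fluo4 fluorescence | evaluation = B score from integrated fluorescence ratio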
MrgX1 agonist: agonists of human MrgX1 receptor, primary screen, HEK293 cells, Fluo-4 calcium flux; 310,000 compounds, 0.44% hits; AID 588627, 2011; B-score at 10 µM; Fluo-4 calcium fluorescence, agonist mode; hits give high values; Mas-related G-protein coupled receptor member X1 (Homo sapiens), Q96LB2;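 active means calcium response B-score plate-corrected fluorescence ratio at least 3 library SD, with starting fluorescence B-score inside 5 SD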
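Material: MrgX1-expressing HEK293 cells; input: 15,000 cells per well; doses: test compound given as first of three sequential additions; schedule: overnight plating before 1 h dye loading; technique: Fluo-4 NW calcium-flux fluorescence, kinetic read; evaluation: baseline-normalised fluorescence change ratio, B-scored; control set: plate-wise positive and negative controls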
TRPC6 inhibitor: mouse TRPC6 channel inhibitors, primary screen, cell-based, HEK293, membrane potential dye | Short transient receptor potential channel 6 (Mus musculus), Q61143 | ACh-evoked depolarization; hits give low values | B-score at 10 µM | 310,000 compounds, 1.1% hits | AID 2553, 2010;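 active means B-score under library mean minus 3 SD, initial fluorescence not abnormally high, positive integrated signal ratio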;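 further: B-score derived from integrated fluorescence ratio over the kinetic read; more negative B-score means stronger inhibition of depolarization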
MrgX1 allo act: positive allosteric modulators of MrgX1, primary screen, HEK293 cells, Fluo-4 calcium flux; Mas-related G-protein coupled receptor member X1 (Homo sapiens), Q96LB2; FDSS; hits give high values; B-score at 10 µM; 310,000 compounds, 0.63% hits;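 active means plate-corrected calcium response at least 3 library SD above typical, normal starting fluorescence, not activating the receptor alone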;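 further: compound read alongside a low EC10 to EC30 dose of BAM8-22 agonist; peak minus trough fluorescence over baseline measured at the second addition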
Numbers without * were called inactive; i = inactive; · = no result given.

cpd	smiles	HIF act	SKKanGAS inh	TRPC4 block	TRPC6 act	MrgX1 antag	RGS4 inh	Platelet DG rel	RGS4 pot	MrgX1 agonist	TRPC6 inhibitor	MrgX1 allo act
1	Cc1cc(C)cc(NC(=O)c2ccccc2NC(=O)CCC(=O)O)c1	-0.1	-13.6	i	i	i	i	4.6	i	i	i	i
2	O=C(NCc1ccccc1)C(c1ccccn1)N(C(=O)c1csnn1)c1ccccc1F (centres undefined)	0.0	4.3	i	i	i	i	1.0	i	i	i	i
3	Cc1ccc2c(c1)C(=O)CC1(CCCCCC1)O2	-0.4	4.0	·	i	i	i	-6.4	i	i	i	i
4	O=C1/C(=C/c2ccc([N+](=O)[O-])cc2)C=C(c2ccccc2)N1c1ccc(O)cc1	0.2	19.3	i	i	i	5.08*	-4.1	i	i	-5.2*	i
5	O=C1OCC2=C1C(c1ccc(F)cc1)CC(=O)N2c1ccccc1 (centres undefined)	-0.8	1.1	i	i	i	i	-5.5	-7.71*	i	i	i
6	CCN(CC)C(=O)CSc1nnc(CSc2ncccn2)n1C	0.0	-2.9	i	i	i	i	2.0	i	i	i	i
7	Cc1ccc(-c2onc(C)c2C)cc1S(=O)(=O)N1CC(C)Oc2ccccc21 (centres undefined)	-0.3	1.4	i	i	i	i	-2.0	i	i	i	i
8	COc1ccc(Cl)cc1C(=O)Nc1ccc(N(C)C(C)=O)cc1	0.0	-3.4	i	i	i	i	5.3	i	i	i	i
9	C=CCOC(=O)C1=C[C@H](c2cn(C(C)=O)c3ccccc23)C[C@H](OCc2ccc(CO)cc2)O1	1.5	15.9	i	i	i	i	15.9	i	i	i	i
10	CC(=O)Nc1cccc(NC(=O)CSc2ccc(-c3ccccn3)nn2)c1	3.0	7.0	i	i	i	i	0.5	i	i	i	i
11	O=C(NCCN1CCOCC1)C1CCC(=O)N1Cc1ccc(F)cc1 (centres undefined)	0.1	-3.9	i	i	i	i	3.4	i	i	i	i
12	Cn1nccc1C(=O)Nc1ccc(OC(=O)c2ccnn2C)cc1	·	-2.3	i	i	i	i	9.7	i	i	i	i
13	CCOc1ccc(/C=C/c2nc(C#N)c(NCCCOC)o2)cc1	3.7	6.6	i	i	i	i	1.2	i	i	i	i
14	COC(=O)c1ccc(S(=O)(=O)NNC(=O)c2ccc(S(=O)(=O)N3CCCCC3)cc2)cc1	-0.3	0.2	i	i	i	i	6.9	i	i	i	i
15	COCCC(=O)N1CCC(Oc2ccc(C(=O)NCCc3cnn(C)c3)cc2)CC1	0.0	-8.3	i	i	i	i	-10.7	i	i	i	i
16	C=CCn1c(SCC(=O)NCC2CCCO2)nc2c([nH]c3ccccc32)c1=O (centres undefined)	-0.6	7.4	i	i	i	i	-4.8	i	i	i	i
17	COc1ccc(OC)c(NC(=O)CSc2nncc(=O)n2N)c1	-0.2	-3.8	i	i	i	i	-6.7	i	i	i	i
18	COc1ccc(-c2nc(N)n(C(=O)c3ccco3)n2)cc1	-0.1	-1.2	i	i	i	i	-6.1	i	i	i	i
19	CCOCCCNC(=O)Cn1cnc2c(cnn2-c2ccc(C)c(C)c2)c1=O	-0.2	-6.7	i	i	i	i	0.9	i	i	i	i
20	CC(=O)c1ccc(NC(=S)N2CCN(S(=O)(=O)c3ccc(F)cc3)CC2)cc1	-0.4	0.9	i	i	i	i	-8.2	i	i	i	i
21	Cc1ccccc1C(=O)Nc1ccc(Cl)cn1	2.5	3.2	i	i	i	i	-1.3	i	i	i	i
22	CN(CC(=O)Nc1ccccc1C(F)(F)F)C(=O)CSCc1ccccc1	-0.4	-13.7	i	i	i	i	-0.6	i	i	i	i
23	CCN1CCN(C(=S)Nc2ccc3nc(N4CCN(C)CC4)cc(C)c3c2)CC1	0.7	-3.8	i	i	i	i	-23.7	i	i	i	i
24	CCOC(=O)Nc1ccc2c(c1)ncn2C1CCCCC1	1.5	2.3	i	i	i	i	-6.2	i	i	i	i
25	CC(C)C(NS(=O)(=O)c1cccc2nsnc12)C(=O)Nc1nc2ccc(Cl)cc2s1 (centres undefined)	-0.3	-0.2	i	i	i	i	-13.4	i	i	i	i
26	CC1CCN(S(=O)(=O)c2c[nH]c(=O)[nH]c2=O)CC1	0.7	20.7	i	i	i	i	10.0	i	i	i	i
27	Cc1nc(NC(=O)/C=C/c2ccco2)sc1C	5.9	-5.7	i	i	i	i	-3.8	i	i	i	i
28	C/C(Cc1ccccc1)=N\NC(=O)CNC(=O)c1cccc(Cl)c1	-0.3	6.9	i	i	i	i	7.0	i	i	i	i
29	Cc1ccc(-n2nnnc2SCn2nnc3ccccc3c2=O)c(C)c1	0.0	-9.7	i	i	i	i	2.6	i	i	i	i
30	Cc1ccc(C2=C(c3ccc([N+](=O)[O-])cc3)C(=O)OC2)cc1C	0.3	5.6	i	i	i	i	-7.4	i	i	i	i
31	COc1ccc(S(=O)(=O)NC(N)=NCCc2ccccc2)cc1	0.0	·	i	i	i	i	1.0	i	i	i	i
32	CCN1C(=O)c2ccccc2S(=O)(=O)c2ccc(C(=O)NCCCN(CC(C)C)CC(C)C)cc21	0.1	0.1	i	i	i	i	2.3	i	i	i	i
33	COc1ccccc1N1CCN(CC(=O)N2N=CCC2c2ccccc2)CC1 (centres undefined)	-0.4	7.9	i	i	i	i	2.1	i	i	i	i
34	COc1ccccc1-n1cnc2c(c1=O)c1nc3ccccc3nc1n2-c1ccc(C)cc1	0.1	7.3	i	i	i	i	-2.2	i	i	i	i
35	CC(C)CC(=O)Nc1ccc(N2CCOCC2)cc1	0.2	-4.1	i	i	i	i	-6.9	i	i	i	i
36	CC1(C)N([O-])C(c2ccccc2)=C[N+](=O)C1(C)C	-0.1	-2.9	i	i	i	i	-1.5	i	i	i	i
37	CCn1cc(C(=O)NCC(OC)OC)c(=O)c2cc(S(=O)(=O)N3CCOCC3)ccc21	0.1	2.1	i	i	i	i	-5.8	i	i	i	i
38	Cc1cccc(C2CC(c3ccc(F)cc3)Nc3nc(N)nn32)c1 (centres undefined)	-0.2	5.6	i	i	i	i	0.8	i	i	i	i
39	O=C(O)CCCC(=O)NCc1ccccn1	-0.3	-0.4	i	i	i	i	0.5	i	i	i	i
40	CCC(C(=O)NC1CCCCCC1)n1nc(C)n2c(cc3occc32)c1=O (centres undefined)	-0.1	7.1	i	i	i	i	-17.1	i	i	i	i
41	O=C(CSc1nncs1)NC1CCCc2ccccc21 (centres undefined)	-0.6	1.6	i	i	i	i	1.0	i	i	i	i
42	Cc1ccnc(N2CCC(C(=O)NCc3ccc4c(c3)OCO4)CC2)n1	-1.0	0.3	i	i	i	i	-0.7	i	i	i	i
43	C/C=C(\C)C(=O)Nc1cccc(C2=NOC3(C2)C[C@@H](C(N)=O)N(C(=O)/C(C)=C/C)C3)c1 (some centres undefined)	-0.1	2.4	i	i	i	i	-12.7	i	i	i	i
44	C[C@H](NC(=O)c1ccccc1Cl)C(=O)NCCc1ccc(S(N)(=O)=O)cc1	0.9	-4.5	i	i	i	i	-0.6	i	i	i	i
45	CC(C)(CC(=O)O)CC(=O)Nc1ccc(Oc2ccc(C(C)(C)C)cc2)nc1	0.2	-0.1	i	i	i	i	2.8	i	i	i	i
46	Cc1cccc(N2CCN(C3=NC(=O)C(Cc4ccccc4)S3)CC2)c1 (centres undefined)	0.0	-8.6	i	i	i	i	-5.0	i	i	i	i
47	COCCn1c(=NC(=O)c2ccc(S(=O)(=O)N3CCc4ccccc4C3)cc2)sc2cc(OC)ccc21	-1.1	6.3	i	i	i	i	9.2	i	i	i	i
48	CCc1ccccc1NC(=O)CSc1nnc(-c2ccco2)n1N	0.7	-8.9	i	i	-6.68*	i	-4.8	i	i	i	i
49	N#Cc1c(-c2ccccc2)nc(N2CCOCC2)[nH]c1=O	0.1	-0.8	i	i	i	i	-2.2	i	i	i	i
50	O=S(=O)(c1cc(F)cc(F)c1)N1CCN(c2ncccn2)CC1	0.2	-14.1	·	i	i	i	-10.1	i	i	i	i
51	Cc1cc2oc(=O)cc(CN(C)Cc3cccc(F)c3)c2cc1C	0.5	11.6	i	i	i	i	-7.2	i	i	i	i
52	O=C(/C=C/c1ccc(-c2ccccc2)o1)c1ccccc1	0.7	-9.1	i	i	i	i	3.4	i	i	i	i
53	O=C(c1ccco1)N1CCN(c2ncnc3sc4c(c23)CCC4)CC1	-0.8	-3.6	i	i	i	i	·	-7.15*	i	i	i
54	CC1CC(NC(=O)c2cc3c(=O)n4ccccc4nc3n2C)CC(C)(C)C1 (centres undefined)	0.1	21.7	i	i	i	i	1.1	i	i	i	i
55	CCCSc1nsc(NC(=O)CCC)n1	1.5	21.1	i	i	i	i	-2.6	i	i	i	i
56	COCc1cc(CN(C)C(=O)C2CCC(=O)N(Cc3cccc(OC)c3)C2)[nH]n1 (centres undefined)	-0.1	0.2	i	i	i	i	11.3	i	i	i	i
57	Cc1cc2cc(CCNC(=O)c3ccc(Br)o3)c(=O)[nH]c2cc1C	0.0	11.7	i	i	i	i	1.3	i	i	i	i
58	O=C(NC1=NCCS1)c1ccc(Cl)c(S(=O)(=O)N2CCCCC2)c1	1.8	7.7	i	i	i	i	-3.1	i	i	i	i
59	COc1ccc(OCC(=O)O/N=C(\N)c2ccc(OC)cc2)cc1	-0.3	-2.8	i	i	i	i	-3.3	i	i	i	i

Screening data deposited in PubChem by several laboratories.
